Compound activity from PubChem.
POLK inh – blocks human DNA polymerase kappa activity. purified Pol kappa, fluorescent DNA synthesis assay, 10 min. Q9UBT6. actives 0.53% (n = 400,000). Potency, µM (top dose mostly 107 µM), without a hit: at the highest dose activity, negative = inhibition, usual class: inhibitors; note: % is set by controls: 0 for no effect and ±100 for the full control effect
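First, compounds were pin-transferred onto 10 nM Pol kappa. After 15 min at room temperature, substrate was added to 50 nM final. Fluorescence was then measured kinetically at 0 and 10 min.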
APEX1 inh – inhibitors of human APE1 endonuclease. P27695. recombinant APE1, TAMRA/BHQ-2 abasic DNA cleavage fluorescence. Potency, µM (doses to about 65.8 µM), without a hit: top-dose activity change, negative = inhibition, usual class: inhibitors. actives 0.35% (n = 350,000). AID 2517;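 note: plate controls were vehicle for no effect and reference inhibitor for full effect; nearly all actives have a fitted effect of over 55% in size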
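APE1 at 0.75 nM preincubated 15 min at room temperature with compound. Reaction then started with 50 nM double-stranded THF-abasic substrate labelled with TAMRA/BHQ-2, and 525/598 nm fluorescence read kinetically. Activity taken as third-minus-first read difference, normalized to DMSO and NSC13755 controls.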
BAZ2B block – BAZ2B (human) inhibition. Q9UIF8. AlphaScreen BAZ2B-H3K14Ac peptide displacement. Potency, µM (highest dose often 114 µM), for inactives: top-dose activity change, negative = inhibition, actives largely listed as inhibitors. actives 4.4% (n = 360,000). AID 504333; note: % is set by controls: 0 for no effect and ±100 for the full control effect; nearly all actives have a fitted effect of over 60% in size
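AlphaScreen displacement of biotin-H3(5-23)K14Ac peptide (50 nM final) from BAZ2B (50 nM final) in PBS pH 7.4, 0.01% Tween-20; complex preformed 30 min RT, then compounds (top 110 uM) 30 min RT, beads 20 min dark.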
G9a block – blocks human histone lysine methyltransferase G9a | Q96KQ7 | G9a H3K9 monomethylation, AlphaScreen, 2 h | Potency, µM (top dose mostly 102 µM), without a hit: at the highest dose activity, negative = inhibition, usual class: inhibitors | actives 8.8% (n = 350,000); note: % is set by controls: 0 for no effect and ±100 for the full control effect; nearly all actives have a fitted effect of over 75% in size
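Compounds were preincubated with 20 nM G9a for 15 min, after which biotinylated H3K9 peptide (500 nM) and SAM (20 uM) started a 2 h room-temperature reaction. Monomethylated product was quantified by antibody-based AlphaScreen chemiluminescence.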
Pol eta inh – DNA polymerase eta (human) inhibition | Q9Y253 | recombinant Pol eta, fluorescent DNA replication assay | Potency, µM (series often up to 114 µM), without a hit: top-dose activity change, negative = inhibition, actives largely listed as inhibitors | actives 1.2% (n = 390,000) | AID 588591; note: % is set by controls: 0 for no effect and ±100 for the full control effect
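Pol eta at 10 nM preincubated with compounds 15 min at room temperature; reaction started with fluorescent substrate (50 nM final) and read kinetically at 0 and 10 min.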
BLM helicase inh – inhibitors of human Bloom syndrome helicase BLM. actives 0.2% (n = 350,000). recombinant BLM DNA unwinding, fluorescence dequenching. P54132. Potency, µM (titrated, usually from 56.1 µM), for the others: at the top dose activity change, negative = inhibition, actives largely listed as inhibitors;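 note: plate controls were vehicle for no effect and no enzyme for full effect; nearly all actives have a fitted effect of over 35% in size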
Target sequence (P54132 whole entry, looked up): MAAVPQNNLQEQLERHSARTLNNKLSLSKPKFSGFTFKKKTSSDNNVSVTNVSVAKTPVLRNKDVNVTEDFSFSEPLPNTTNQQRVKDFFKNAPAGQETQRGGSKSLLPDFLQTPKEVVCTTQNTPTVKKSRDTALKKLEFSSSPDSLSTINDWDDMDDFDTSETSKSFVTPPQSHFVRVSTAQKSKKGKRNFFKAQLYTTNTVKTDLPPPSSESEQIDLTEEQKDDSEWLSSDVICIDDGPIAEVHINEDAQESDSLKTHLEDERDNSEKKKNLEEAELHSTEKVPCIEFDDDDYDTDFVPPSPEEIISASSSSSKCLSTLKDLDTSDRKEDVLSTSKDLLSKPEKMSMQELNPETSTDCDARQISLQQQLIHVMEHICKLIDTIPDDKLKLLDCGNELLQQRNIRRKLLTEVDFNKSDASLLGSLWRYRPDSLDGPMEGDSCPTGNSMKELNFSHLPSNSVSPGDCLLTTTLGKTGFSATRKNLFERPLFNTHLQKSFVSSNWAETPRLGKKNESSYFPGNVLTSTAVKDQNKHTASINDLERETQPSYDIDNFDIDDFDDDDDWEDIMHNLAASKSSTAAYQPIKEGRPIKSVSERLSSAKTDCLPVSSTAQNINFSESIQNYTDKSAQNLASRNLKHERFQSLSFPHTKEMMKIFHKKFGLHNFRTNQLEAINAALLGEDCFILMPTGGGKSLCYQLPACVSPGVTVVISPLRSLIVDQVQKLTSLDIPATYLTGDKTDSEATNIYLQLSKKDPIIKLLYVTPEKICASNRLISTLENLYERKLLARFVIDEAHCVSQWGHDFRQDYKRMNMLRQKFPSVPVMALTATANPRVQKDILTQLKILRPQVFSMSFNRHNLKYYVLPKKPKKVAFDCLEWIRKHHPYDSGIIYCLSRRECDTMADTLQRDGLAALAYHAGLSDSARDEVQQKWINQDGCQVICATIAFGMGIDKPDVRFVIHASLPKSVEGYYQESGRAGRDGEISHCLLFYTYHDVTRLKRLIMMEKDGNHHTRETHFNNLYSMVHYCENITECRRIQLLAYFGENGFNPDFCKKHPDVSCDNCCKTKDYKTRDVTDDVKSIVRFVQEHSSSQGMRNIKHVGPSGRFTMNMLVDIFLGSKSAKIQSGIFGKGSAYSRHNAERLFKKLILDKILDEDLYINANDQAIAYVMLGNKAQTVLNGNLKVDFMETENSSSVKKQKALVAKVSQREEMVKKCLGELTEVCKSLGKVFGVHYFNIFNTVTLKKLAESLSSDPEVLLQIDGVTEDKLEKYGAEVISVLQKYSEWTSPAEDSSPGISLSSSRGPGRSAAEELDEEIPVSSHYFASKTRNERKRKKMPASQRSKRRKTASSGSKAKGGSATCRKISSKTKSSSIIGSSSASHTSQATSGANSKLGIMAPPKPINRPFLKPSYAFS
Apoferritin bind – binds horse apoferritin like a general anesthetic. P02791. apoferritin/1-aminoanthracene competitive binding, fluorescence. Potency, µM (series often up to 77.5 µM), for inactives: at the top dose activity change, negative = displacement, actives largely listed as inhibitors. actives 0.074% (n = 350,000); note: % is set by controls: 0 for no effect and ±100 for the full control effect; nearly all actives have a fitted effect of over 20% in size
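10 uM apoferritin + 50% sat. 1-AMA, PBS; cpd 10 min RT; Ex380/Em535 endpoint; normalized to free probe vs complex; 4-param Hill fit; propofol titration as pos. ctrl.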
Pol beta inh – blocks human DNA polymerase beta activity; P06746; Pol beta primer extension/strand displacement, fluorescence kinetic; Potency, µM (doses to about 114 µM), without a hit: top-dose activity change, negative = inhibition, hits mostly inhibitors; actives 1.3% (n = 340,000); AID 485314; note: % is set by controls: 0 for no effect and ±100 for the full control effect
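Kinetic readout of DNA synthesis with strand displacement by Pol beta. Compound and 10 nM enzyme sit 15 min at room temperature; 50 nM substrate starts the reaction, read immediately and at 10 min.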
Pol iota inh – DNA polymerase iota (human) inhibition; Pol iota fluorescent replication assay, 10 min; Potency, µM (series often up to 115 µM), for the others: at the top dose activity, negative = inhibition, hits mostly inhibitors; actives 1% (n = 390,000); AID 588590
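Fluorescent replication assay read twice, at 0 min and 10 min after adding 50 nM (final) substrate. Enzyme (10 nM) and compounds were first incubated 15 min at room temperature; enzyme-free buffer wells were negative controls.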
* hit, by the source's call; ? = inconclusive; . = no result given; & = joins results of further samples; [ ] = remark or other dose. Calls come from the whole dose curve; as a rule, active = well fitted curve in the direction sought with a large enough effect; inconclusive = small, poorly fitted or top-dose-only effect, or another doubt; inactive = no such curve, though single readings can be large; an effect the other way counts as inactive or inconclusive. Potency is the fitted concentration of half-maximal effect. Some of the compounds tested, so the mix of outcomes need not match the whole.

SMILES	POLK inh	APEX1 inh	BAZ2B block	G9a block	Pol eta inh	BLM helicase inh	Apoferritin bind	Pol beta inh	Pol iota inh
COc1ccc(C2/C=C\CN(CC(C)(C)C)CC(=O)N2Cc2ccc(F)cc2)cc1 (centres undefined)	9.7%	-3.6%	0.3%	?	-13.9%	-9.7%	-15.6%	11.9%	16.5%
O=C(N1CCOCC1)N1CCC(NC(=O)C23CC4CC(CC(C4)C2)C3)CC1	-17.8%	16.8%	-0.6%	-1.8%[59 µM]	-5.3%	5.6%	0.6%	0.4%	-9.3%
CC(C)c1ccc(NC(=O)COC(=O)C2CC3C=CC2C3)cc1 (centres undefined)	-24.7%	11.3%	.	.	-10.7%	.	.	.	?
O=C(NNc1cc(Cl)cc(Cl)c1)c1cccs1	3.5%	-0.2%	-16.1%	28.2µM*	-24.5%	-2.2%	-1.1%	-4.1%	19.9%
c1ccc(N2CCN(c3cnccn3)CC2)nc1	-5.4%	2.4%	2.0%	?	10.7%	-2.4%	-3.7%	-1.8%	-2.1%
C=CCn1c(SCCC#N)nnc1-c1ccncc1	-5.0%	-6.0%	-8.4%	-32.8%[12.7 µM]	-10.1%	-1.4%	1.2%	-11.6%	17.9%
COc1ccc(C2SCC(=O)N2c2c(C)n(C)n(-c3ccccc3)c2=O)c(OC)c1 (centres undefined)	-21.5%	-1.2%	8.7%	3.2%[12.7 µM]	1.3%	-1.9%	-6.9%	7.8%	20.9%
Cc1ccc2[nH]c(-c3ccccc3)c(CN3CCN(C)CC3)c(=O)c2c1	-9.1%	-2.4%	4.1%	10.3%	-2.5%	0.8%	-7.0%	?	0.5%
Cc1c(NC(=S)NCc2ccc(F)cc2)cccc1[N+](=O)[O-]	-16.5%	-1.5%	1.9%	39.8µM*	-21.8%	1.1%	-8.7%	11.4%[57.1 µM]	-4.2%
Cc1ccc2sc(C)[n+](CCCS(=O)(=O)[O-])c2c1	-6.6%	-2.9%	7.3%	?	-3.3%	-4.3%	-0.8%	32.9%	49.4%[activator]
Nc1cc(=O)[nH]c(SCC(=O)NCC2CCCO2)n1 (centres undefined)	-1.6%	4.4%	-5.7%	-11.9%	-2.1%	-1.4%	-6.7%	0.2%	7.1%
CCN(c1ccccc1)S(=O)(=O)c1ccc(Oc2ccc([N+](=O)[O-])cc2)nc1	-3.4%	-18.4%	-0.9%	8.5%[0.501 µM]	-8.9%	.	.	.	2.3%
CCN1CCN(CCCNC(=O)CCC(=O)N2CCOc3ccc(Cl)cc32)CC1	12.3%	10.3%	-16.2%	14.4%	-5.4%	-0.7%	-16.6%	-1.3%	-22.7%
Cc1cc(Cl)ccc1NC(=O)CSc1n[nH]c(N)n1	-8.8%	2.2%	5.3%	?	-6.7%	.	.	.	3.2%
CC(=O)Nc1ccc(S(=O)(=O)N2CCN(c3nc(C)cc(C)n3)CC2)cc1	-2.1%	-3.2%	0.6%	.	-19.5%	-0.4%	-4.9%	-1.9%	18.6%

With a hit mark in G9a block, among the entries above:
SMILES	POLK inh	BAZ2B block	G9a block	Pol eta inh	BLM helicase inh	Pol beta inh	Pol iota inh
O=C(NNc1cc(Cl)cc(Cl)c1)c1cccs1	3.5%	-16.1%	28.2µM*	-24.5%	-2.2%	-4.1%	19.9%
Cc1c(NC(=S)NCc2ccc(F)cc2)cccc1[N+](=O)[O-]	-16.5%	1.9%	39.8µM*	-21.8%	1.1%	11.4%[57.1 µM]	-4.2%

Results in POLK inh and G9a block, for two of the compounds above:
canonical_smiles	POLK inh	G9a block
Cc1cc(Cl)ccc1NC(=O)CSc1n[nH]c(N)n1	-8.8%	?
CC(=O)Nc1ccc(S(=O)(=O)N2CCN(c3nc(C)cc(C)n3)CC2)cc1	-2.1%	.

The results go on:
SMILES	POLK inh	APEX1 inh	BAZ2B block	G9a block	Pol eta inh	BLM helicase inh	Apoferritin bind	Pol beta inh	Pol iota inh
Cc1cccc(C(=O)N2CCCC(Nc3ccc(C(C)C)cc3)C2)n1 (centres undefined)	-7.5%	-13.1%	?	56.2µM*	-5.6%	-0.6%	-7.1%	24.5%	-0.5%
Cc1cccc(/C(N)=N/OC(=O)c2ccco2)c1	-18.0%	-1.5%	-1.0%	-4.4%[59 µM]	-7.7%	-4.1%	-23.3%	1.5%	2.5%
S=C(NCc1ccccn1)Nc1ccc(Cl)cc1	0.1%	-8.6%	2.5%	?	-0.2%	0.3%	-13.8%	11.1%	-6.8%
O=C(c1cccc(F)c1)N1CCC2(CC1)CCN(c1ncccn1)CC2	3.9%[60.1 µM]	-0.2%	.	-0.8%[12.7 µM]	.	3.3%	.	.	.
CN1CCN(C(=O)c2cc(COc3c(F)cccc3F)on2)CC1c1ccccc1 (centres undefined)	-20.4%	7.7%	-2.9%	.	-0.5%	-28.0%	-8.6%	-3.0%	-8.8%
Cc1ccc([N+](=O)[O-])cc1NC(=O)C(C)NS(=O)(=O)c1ccc(F)cc1 (centres undefined)	-9.0%	20.0%	-0.9%	.	-4.6%	-1.4%	1.8%	9.8%	69.9%[activator]
CCC(C)NC(=O)COC(=O)c1cc([N+](=O)[O-])ccc1Sc1nc(C)cs1 (centres undefined)	-2.4%	-1.8%	4.1%	6.8%[59 µM]	8.2%	-1.2%	-11.4%	1.6%	5.6%
CCCN(CCC)C(=O)C1CCN(c2ncnc3c2nc2n3CCCCC2)CC1	-1.7%	.	3.4%	3.6%[59 µM]	-16.6%	2.2%	-10.3%	2.4%	23.7%
CC(C)NC(=O)c1ccccc1-c1ccccc1	0.1%	0.9%	0.7%	30.8%[59 µM]	-11.2%	-0.3%	0.3%	4.8%	21.8%
Cc1n[nH]c(C)c1CCC(=O)N/N=C/C=C/c1ccccc1	1.8%	-0.1%	-20.2%	-47.0%	6.4%	3.3%	-5.3%	0.9%	-23.1%
C/C(=N\Nc1ccc(C(F)(F)F)cn1)c1ccncc1	-9.6%	-7.8%	-6.1%	1.0%	1.1%	0.7%	-12.3%	-29.1%	157.3%[activator]
CCc1ccc(NC(=O)Cn2c(=O)n(-c3ccc(OC)cc3)c(=O)c3ccc(C(=O)NCc4ccc(C)cc4)cc32)cc1	-1.9%	.	.	17.2%[59 µM]	3.2%	0.6%	15.0%	2.2%	20.7%
CC(C)CNC(=O)c1cccc(C(=O)NCC(C)C)c1	5.3%	?	16.5%	-32.3%[2.33 µM]	-8.4%	3.3%	12.4%	-4.7%	2.8%[58.9 µM]
COc1ccc(-n2c(=O)[nH]c3cc(C(=O)NCCc4ccccc4)ccc3c2=O)cc1OC	-14.6%&-15.8%	3.7%	3.6%&-2.1%	5.1%[2.33 µM]	-18.3%&-13.3%	-4.8%&-0.8%	4.4%&2.8%	29.6%&-0.6%	-2.1%&-7.6%
CC(NC(=O)CNC(=O)c1ccccc1F)c1ccc(-n2ccnc2)cc1 (centres undefined)	-9.2%	-6.8%	4.9%	-5.7%[12.7 µM]	-5.5%	.	.	.	19.2%
O=C(N/N=C/c1cc([N+](=O)[O-])cc([N+](=O)[O-])c1O)C(O)(c1ccccc1)c1ccccc1	-6.9%	-0.5%	-11.4%	?	-19.7%	.	.	.	18.1%
Cc1noc(C)c1S(=O)(=O)N1CCC(C(=O)NCCCN2CC(C)CC(C)C2)CC1 (centres undefined)	4.9%	1.4%	-8.7%	-28.6%	-8.6%	-2.1%	-1.1%	9.2%	7.2%
Nc1c(C(=O)N2CCOCC2)sc2nc3c(cc12)CCC3	9.0%	-0.1%	-2.5%	-4.4%	18.2%	-1.4%	-6.1%	-3.2%	-4.5%
C[C@@H]1CN([C@@H](C)CO)C(=O)c2cc(NS(=O)(=O)c3cccs3)ccc2O[C@H]1CN(C)Cc1ccc(C(F)(F)F)cc1	-1.5%	8.8%	.	.	-10.1%	.	.	.	-9.3%
CCCc1cc(=O)[nH]c2nnc(SCCC(C)C)n12	-3.7%[60.1 µM]	.	4.2%	10.2%[59 µM]	-19.1%	0.7%	-1.8%	0.4%	7.9%
O=C(CSc1ncn[nH]1)c1cccc([N+](=O)[O-])c1	-10.5%	-4.6%	-9.2%	25.1µM*	-3.3%	3.5%	-5.9%	3.4%	40.2%[activator]
Cc1ccc(CNC(=O)c2cc(C3CC3)nc3c2cnn3C(C)C)cc1	-8.2%	-2.0%	4.6%	-10.6%[12.7 µM]	-7.2%	.	.	.	-16.2%
CS(=O)(=O)N(Cc1ccc(Cl)cc1)c1ccc(C(=O)Nc2cccnc2)cc1	-18.1%	-5.0%	-9.8%	-0.9%	-2.8%	-5.0%	-20.0%	18.4%	1.6%
Cc1cccc(NC(=O)Cn2nnc(C(=O)NCc3ccco3)c2N)c1	-1.0%[60.1 µM]	13.2%	-4.7%	10.1%	8.8%&-5.5%	-6.7%&-6.0%	?	35.9%&6.7%[activator]	-6.2%&-14.1%
Cc1ccccc1-c1noc(CNC(=O)COc2ccccc2)n1	-3.8%	-8.1%	-1.3%	28.9%	-21.4%	-1.4%	-21.7%	6.8%	-8.9%
COc1cc2nc3occc3c(OC)c2cc1OC	1.1%	?	?	10.3%	-14.7%	1.1%	-10.2%	18.9%	21.6%
COc1ccc(Cl)cc1C(=O)NCC(C)C	-7.6%	8.8%	6.9%	6.5%[59 µM]	-6.4%	0.3%	-10.7%	2.3%	41.4%[activator]
C#CCSc1nnc(CSc2nc3ccccc3s2)n1-c1ccccc1	-12.9%	-1.7%	-7.0%	?	-2.5%	-6.9%	-19.0%	-17.3%	6.5%
CC1(C)Cc2c(sc3nc4n(-c5ccccc5)cnn4c(=O)c23)CO1	-7.3%	-5.6%	-1.9%	.	-4.9%	-2.9%	-9.6%	-14.1%	132.9%[activator]
COc1cc2c(cc1OC)C(=O)N1[C@H]3c4cc(C)ccc4OC[C@@H]3[C@H](c3ccccc3)[C@]1(C)C(=O)N2	9.8%	-14.3%	.	.	-12.4%	.	.	.	8.6%
Cc1ccnc(NC(=O)c2cc(F)c(F)cc2Cl)n1	10.1%	41.3%	2.3%	-6.8%	0.0%	-1.8%	0.6%	-6.1%	58.4%[activator]
